# S1P2 antag: blocks the human S1P2 receptor | cell-based S1P2 antagonist assay, inhibition at 5 uM | inhibition, % at 5 µM | O95136 | 97,000 tested, 0.21% active; in the data active means inhibition above about 45%;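 further: CRE beta-lactamase reporter cells expressing human S1P2 stimulated with S1P; 0% = agonist at EC80 alone and 100% = agonist plus reference antagonist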
# PostGolgi ctrl: yeast control strain growth, post-Golgi counter-screen; inhibition, % at 10 µM; 98,000 tested, 5% active; efflux-deficient yeast background strain, growth absorbance A615, 16 h
# EphB4 antag: EphB4-ephrin-B2 interaction antagonism. inhibition, % at 7 µM. 97,000 tested, 0.15% active. P54760. EphB4 LBD / TNYL-RAW-Alexa532 peptide, fluorescence polarization. AID 720;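 active means inhibition above the screen-wide mean inhibition plus 3 SD, cut at about 15% in these data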;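 further: 0% = DMSO wells and 100% = excess unlabeled TNYL-RAW peptide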
# Target sequence (P54760 whole entry, looked up, the tested form may be a part): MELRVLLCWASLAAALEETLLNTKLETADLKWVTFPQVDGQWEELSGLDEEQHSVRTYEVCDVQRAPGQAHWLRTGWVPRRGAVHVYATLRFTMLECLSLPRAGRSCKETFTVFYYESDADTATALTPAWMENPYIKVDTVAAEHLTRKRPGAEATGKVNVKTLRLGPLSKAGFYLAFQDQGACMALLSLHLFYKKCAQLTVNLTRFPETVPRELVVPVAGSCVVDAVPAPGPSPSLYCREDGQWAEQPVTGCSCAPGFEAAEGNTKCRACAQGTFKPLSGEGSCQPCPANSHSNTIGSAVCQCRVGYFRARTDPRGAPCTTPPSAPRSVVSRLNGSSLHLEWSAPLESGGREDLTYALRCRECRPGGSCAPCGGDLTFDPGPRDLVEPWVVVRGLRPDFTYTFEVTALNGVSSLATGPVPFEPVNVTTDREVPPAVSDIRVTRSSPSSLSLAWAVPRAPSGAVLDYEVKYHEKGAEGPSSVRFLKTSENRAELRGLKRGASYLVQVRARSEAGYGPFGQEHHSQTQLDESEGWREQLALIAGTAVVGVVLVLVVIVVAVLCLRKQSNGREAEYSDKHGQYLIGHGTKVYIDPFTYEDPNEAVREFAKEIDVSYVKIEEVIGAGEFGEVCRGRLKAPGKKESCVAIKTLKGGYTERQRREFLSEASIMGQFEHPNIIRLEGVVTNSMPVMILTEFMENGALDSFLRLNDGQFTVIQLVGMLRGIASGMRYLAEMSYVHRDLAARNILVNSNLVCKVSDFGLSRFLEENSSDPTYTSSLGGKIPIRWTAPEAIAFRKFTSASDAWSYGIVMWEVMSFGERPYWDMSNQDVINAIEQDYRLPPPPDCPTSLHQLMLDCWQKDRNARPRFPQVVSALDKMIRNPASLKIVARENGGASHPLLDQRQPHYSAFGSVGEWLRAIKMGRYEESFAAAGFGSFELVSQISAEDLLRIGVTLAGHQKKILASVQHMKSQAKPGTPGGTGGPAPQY
# S1P2 agonist: S1P2 (human) receptor agonism; O95136; S1P2-expressing cell line, agonist reporter read-out; activation, % at 4.5 µM; 97,000 tested, 0.46% active; in the data active means activation above about 16%;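 further: 0% = vehicle low control and 100% = maximal reference agonist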
# FAK blocker: blocks human focal adhesion kinase activity; Q05397; biochemical FAK kinase activity assay; inhibition, %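 (tested at 7 µM)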; 97,000 tested, 0.84% active; in the data active means inhibition above about 19%;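 further: 0% = DMSO and 100% = reference compound high control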
# Rev-RRE block: disrupts HIV-1 Rev binding to RRE RNA | AID 704 | 97,000 tested, 0.79% active | P05866 | Rev peptide-RRE RNA binding, FRET | inhibition, % at 8 µM;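 active means inhibition above the screen-wide mean plus 3 SD, cut at about 35% in these data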;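 further: 0% = median DMSO wells and 100% = median Neomycin B control wells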
# Target sequence (P05866 whole entry, looked up): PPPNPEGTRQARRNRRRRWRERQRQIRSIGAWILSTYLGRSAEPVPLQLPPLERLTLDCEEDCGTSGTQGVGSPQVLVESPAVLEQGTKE
#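 Assay system: Rev peptide and RRE RNA, both fluorescently labelled; times: 5 min preincubation and 15 min binding, 25 °C; detection: FRET, ex 480 nm, em 540 and 671 nm; read-out basis: % inhibition from 671/540 nm acceptor-to-donor ratio, scaled between controls; benchmarks: DMSO low control, neomycin B high control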
# LYP act: LYP (human) phosphatase activation | Q9Y2R2 | recombinant LYP, DiFMUP fluorescence; 0 = plate median, 100 = signal doubled | activation, % at 2 µM | 96,000 tested, 0.11% active;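 active means activation at 2 µM above a set limit, the mean plus 5 SD, cut at about 37% in these data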
# LYP inh 2: blocks human PTPN22 phosphatase activity; Q9Y2R2; recombinant LYP catalytic domain, DiFMUP fluorescence; inhibition, % at 2 µM; 96,000 tested, 0.21% active; AID 640;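 active means inhibition at 2 µM at or above a set limit, the screen mean plus 3 SD, cut at about 24% in these data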;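 further: 0% = DMSO with enzyme and 100% = enzyme fully blocked by orthovanadate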
# PostGolgi yeast: growth inhibition of a yeast mutant, post-Golgi transport screen; post-Golgi transport phenotypic cell assay; inhibition, % at 10 µM; 98,000 tested, 0.9% active; AID 739;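 further: yeast cells grown in 1536-well plates; yeast grown about 18 h at 30C before absorbance read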
# Starred values were filed as active, the others as inactive; nt = no result given; & = joins results of further samples. Unless noted, no stated cut-off is given here; in the data, active means inhibition above about 30%; inactive means the rest.
# Results follow in this order: LYP inh 2, PostGolgi yeast, S1P2 antag, Rev-RRE block, PostGolgi ctrl, EphB4 antag, FAK blocker, S1P2 agonist, LYP act
O=C(O)C1CCCN1C(=O)OCc1ccccc1 (stereo not drawn)
    6.3, -0.7, -14.6, 4.9, -2.3, 6.2, -1.5, -1.3, -6.9
CC(=O)N=C1SC2CS(=O)(=O)CC2N1c1c(Cl)cccc1Cl (stereo not drawn)
    1.7, 2.3, -8.6, 5.5, 13.3, 12.7, 6.5, -3.6, -1.2
O=C1CCC(C(=O)O)(c2ccccc2)C1 (stereo not drawn)
    -7.9, -2.1, 9.8, 10.7, 1.4, -2.6, -5.2, -3.4, 8.3
COc1ccc(C2CC(=O)C3=C(C2)NC(C)=C(C(=O)Nc2ccccc2C)C3c2coc3ccc(C)cc3c2=O)cc1OC (stereo not drawn)
    1.0, 98.0*, -13.4, -1.6, 24.7, 9.7, -4.2, -3.9, 2.9
O=C(Nc1cccnc1)c1cnn2cccnc12
    8.4, 23.9, 0.2, 5.3, -1.1, 7.2, 2.8, -1.9, -7.2
CC(=O)N1CCc2cc(S(=O)(=O)N3CCOCC3)ccc21
    4.3, -0.9, -25.3, 6.9, 8.3, -2.3, -0.8, -3.0, -2.7
Cc1sc2ncnc(NCC(c3ccco3)N3CCCC3)c2c1C (stereo not drawn)
    15.5, 7.5, -14.4, 8.2, 3.4, 5.8, 8.1, -7.8, -12.5
COCCOC(=O)C1=C(C)Nc2nc(C)nn2C1c1ccccc1 (stereo not drawn)
    -13.7, 7.0, -4.4, -3.2, 15.8, -9.4, -0.9, 0.8, 11.7
COCCNS(=O)(=O)c1cccc2cccnc12
    -1.9, 2.2, nt, nt, 1.6, nt, nt, nt, 0.3
Cc1ccc(C(OC(=O)c2ccco2)C(=O)NCc2cccs2)cc1 (stereo not drawn)
    -29.8, 0.9, -6.6, 0.9, -0.1, -0.1, -3.1, -6.4, 28.5
CCCCC(c1nnnn1CC1CCCO1)N1CCN(Cc2ccccc2)CC1 (stereo not drawn)
    9.1, nt, -19.4, 6.7, nt, -1.2, -0.9, -7.1, -8.6
CC(C)CN(C(=O)COC(=O)CCc1c[nH]c2ccccc12)C1CCS(=O)(=O)C1 (stereo not drawn)
    11.4, 5.6, 7.5, 4.4, 3.3, 1.5, -1.0, -2.7, -11.1
O=C(Cc1cccc2ccccc12)NNC(=O)Nc1cccc(Cl)c1
    -3.0, 16.3, -3.4, 3.0, -3.7, -6.6, 4.5, -2.1, 5.8
CCCCC(=O)Nc1ccc(NC(=O)c2cc(OC)c(OC)c(OC)c2)cn1
    -3.3, -9.2, -10.0, 3.8, -2.7, 3.9, 2.3, -3.3, 1.2
N#C/C(=N\O)c1nc(-c2ccccc2)cs1
    6.4&16.8, 3.9&-4.5, 18.3&10.9, 9.3&10.0, -4.3&14.2, 6.3&7.6, -2.2&-2.9, -8.2&-8.4, -5.9&-13.2
CCOC(=O)N1CCN(C(=O)CCn2nc(-c3ccccc3)ccc2=O)CC1
    -1.9, -1.7, 11.1, -0.9, 1.8, -6.1, -6.6, -7.0, 0.1
O=C(CC1CCCCC1)N1CCCC(c2nc(-c3ccc(S(=O)(=O)N4CCCC4)cc3)no2)C1 (stereo not drawn)
    -3.2, -9.5, -9.8, 2.5, 30.0, -2.4, 2.5, 1.5, 5.0
Cc1ccc(C(=O)CSc2nccn2-c2ccccc2)cc1
    6.8, -3.9, 1.8, -1.3, 4.3, -7.8, -1.4, -10.9, -3.8
Cc1ccc(S(=O)(=O)/N=C(\CN2CCCCC2)N2CCOCC2)cc1
    0.6, 9.0, 16.5, 1.8, 5.5, 7.1, -1.9, -3.5, -3.0
COc1cc2nc(CN3C(=O)c4ccccc4C3=O)oc(=O)c2cc1OC
    -9.5, 15.2, 5.2, 9.1, 3.0, -1.9, 8.9, -0.6, 6.7
CCC(C)(C)n1nnnc1C(c1ccccn1)N1CCCCC1 (stereo not drawn)
    10.4, nt, -8.8, 4.4, nt, 3.2, 1.4, -8.4, -10.9
CCOC(=O)N1CCN(C(=O)c2cccc(OC)c2OC)CC1
    -3.4, 0.5, -11.9, 3.1, 22.8, -2.9, -0.6, -1.7, -0.2
CSc1nc(C)cc(SCCO)n1
    -2.3, 3.1, 10.5, 5.2, 29.0, 0.9, 1.7, -8.6, -1.0
CCc1cccc(NS(=O)(=O)c2ccc3c(c2)oc(=O)n3C)c1
    -4.1, -1.2, 12.9, 6.5, 30.5*, 8.1, 0.0, -3.1, 2.1
CCOC(=O)CC1C(=O)NCCN1S(=O)(=O)c1ccc(Cl)c(Cl)c1 (stereo not drawn)
    5.1, 6.1, 19.4, 1.0, 7.0, 3.3, 1.9, -2.5, -2.3
CCOc1ccc(-c2nnc3ccc(SC)nn23)cc1
    1.6, -1.2, -0.3, 5.4, 4.5, 5.3, 1.7, -2.5, -1.5
COc1ccc2c(c1)CCc1sc(NC(=O)c3ccc(C)cc3)nc1-2
    -26.0, -2.7, 3.0, 1.1, 16.2, -8.1, -9.0, -6.8, 28.8
CCOC(=O)CSC1=Nc2ccccc2C2=NC(CC(=O)NCc3ccccc3)C(=O)N12 (stereo not drawn)
    -7.8, -0.2, 8.5, -0.6, 2.1, -0.9, -2.7, -2.9, 6.6
Cc1nc(NCC2CCCO2)c2nnn(Cc3ccccc3)c2n1 (stereo not drawn)
    -3.2, -1.3, 16.2, 7.1, 11.7, -0.7, 6.2, 0.8, 0.7
Cc1ccc(CN2CCN(CC(=O)N3CCc4ccccc4C3)C2=O)cc1
    -0.2, -17.3, 2.4, -2.1, 0.3, -1.9, 0.8, -4.1, -1.2

# Sorted by value in S1P2 agonist (falling): four from the list above
Compound | S1P2 agonist
COc1ccc(C2CC(=O)C3=C(C2)NC(C)=C(C(=O)Nc2ccccc2C)C3c2coc3ccc(C)cc3c2=O)cc1OC (stereo not drawn) | -3.9
Cc1ccc(CN2CCN(CC(=O)N3CCc4ccccc4C3)C2=O)cc1 | -4.1
Cc1ccc(C(OC(=O)c2ccco2)C(=O)NCc2cccs2)cc1 (stereo not drawn) | -6.4
CCCCC(c1nnnn1CC1CCCO1)N1CCN(Cc2ccccc2)CC1 (stereo not drawn) | -7.1

# (further entries)
# Results follow in this order: LYP inh 2, PostGolgi yeast, S1P2 antag, Rev-RRE block, PostGolgi ctrl, EphB4 antag, FAK blocker, S1P2 agonist, LYP act
Cc1cc(C)n(-c2ccc(C(=O)OCn3nnc4ccccc4c3=O)cc2)n1
    -4.0, 14.0, -4.0, 5.9, 27.7, -1.7, -11.2, -17.3, 2.2
O=C(Nc1ccc(NC(=O)c2ccc(S(=O)(=O)c3ccccc3)cc2)cc1)c1ccccc1
    -3.4, 3.8, -23.0, 7.3, -1.9, -8.2, -0.7, -3.6, 9.0
COC(=O)C1=C(C)OC(N)=C(C#N)C1c1cc(OC)ccc1OC (stereo not drawn)
    0.3, -2.6, 22.5, 9.2, 5.4, 8.5, -7.1, -7.4, -0.2
CSCC[C@H](NC(=O)OC(C)(C)C)c1nnc(SCc2cccc(F)c2)o1
    -7.4, 14.4, -1.6, 1.6, 5.9, 1.9, -0.4, -7.3, 6.7
COC(=O)c1cc2sccc2n1Cc1nc(-c2ccc(Cl)cc2)oc1C
    -26.6, -3.0, 6.7, 7.9, -10.9, -2.3, -0.5, -1.5, 31.2
CCCn1nc2cc(C(=O)NCCc3ccc(C)cc3)ccc2c1OCC
    10.0, 3.3, 17.6, 1.2, 6.5, -1.8, 0.2, -8.4, -7.7
Cc1ccc2c(c1)c1ncnc(N3CCN(c4ccccc4)CC3)c1n2C
    4.2, 17.4, 6.2, 11.5, 52.6*, 4.1, 4.5, -3.1, -5.6
c1cn(CCCNC2=NCCCCC2)cn1
    5.0, 3.0, 5.3, 7.0, -5.4, -4.6, -0.3, -11.5, -4.7
COC(=O)c1ccc(NC(=O)CN(Cc2ccc(Cl)cc2)S(C)(=O)=O)cc1
    -5.2, 0.5, -8.8, 7.7, 0.3, 0.8, 2.0, -2.5, 7.2
O=C(NCNC(=O)c1ccccc1)c1ccccc1
    -3.2, 6.9, 0.4, 0.2, -0.1, -4.9, 2.1, -8.1, 3.8
Cn1c(NCCN2CCOCC2)nc2c1c(=O)n(Cc1cccc(Cl)c1)c(=O)n2C
    -0.4, -6.0, 17.5, 2.9, 3.9, 1.0, -3.0, -7.9, -1.9
Nn1c(SCC(=O)NCc2ccc3c(c2)OCO3)nnc1C1CC1
    5.0, -6.7, 14.4, 13.9, 11.0, 1.8, -1.6, -2.4, -4.4
CC1CCN(C(=O)CN(C)S(=O)(=O)c2cccc3nsnc23)CC1
    3.9, -6.8, 1.8, -2.5, 1.0, -2.6, -2.0, -5.4, -5.4
Cc1ccc2nc(-c3ccc(SCC(=O)Nc4cc(C)on4)nc3)[nH]c2c1
    5.6, -7.1, -8.3, 1.7, 13.3, -6.3, 0.5, 3.4, -7.0
CN(C)CCCNCCNC(=O)/C=N\O
    -2.9, -2.9, -13.1, 5.7, -2.6, -4.8, 4.8, -4.6, 5.9
O=C(N/N=C\c1ccc(F)cc1)c1cc(OCC(F)(F)F)ccc1OCC(F)(F)F
    2.5, 2.6, 21.9, 6.5, -0.1, -0.3, -3.1, -4.1, 1.5
COc1cc(C(=O)N2CCN=C2c2ccccc2)cc(OC)c1OC
    -1.1, -13.0, 2.1, 0.4, 17.4, 7.0, 7.0, -2.2, 0.1
Cn1c(C(=O)NCCN2CCOCC2)cc2sccc21
    0.1, 3.9, 18.6, 10.7, 6.9, 2.9, 6.6, -1.9, -3.3
N#C/C(=C\c1ccccc1)c1nc2ncccc2[nH]1
    11.0, 0.3, 9.2, 10.4, -10.8, 4.0, -0.6, -5.3, -6.1
CCOc1ccc2nc(NC(=O)CSc3nnnn3C3CCCCC3)sc2c1
    0.2, 15.7, 10.8, -1.7, 42.5*, -2.4, 4.1, -7.3, 6.1
CC(C)=CC/C=C1\CCC(C(=O)O)C(C(=O)O)C1 (stereo not drawn)
    5.2, -4.4, 14.8, 5.1, 8.5, 4.7, 0.0, -5.0, -2.2
O=C(NC1(C(F)(F)F)N=C(c2ccccc2)NC1=O)c1ccc(Cl)cc1Cl (stereo not drawn)
    2.8, -1.9, 12.2, 1.4, 12.3, -8.3, -5.5, -9.2, 0.7
CN(C(=O)c1ccccn1)C1(C(=O)NC2CCCCC2)CCCCC1
    2.3, -10.5, 2.1, 21.2, 1.3, 2.7, -0.1, -2.1, -2.0
Cc1cc(Br)ccc1NC(=O)CN1C(=O)C2C3CC(c4ccccc4)C(C3)C2C1=O (stereo not drawn)
    -1.3, 2.2, 17.5, 4.3, 53.3*, 0.0, -2.7, -7.1, 5.4
CC(c1ccccc1)C1NC(C(=O)O)CS1 (stereo not drawn)
    -1.6, 0.5, 9.8, 9.5, -0.2, -0.3, -1.4, -6.0, 2.2
O=C(O)C1C2C=CC(C2)C1C(=O)NCc1ccoc1 (stereo not drawn)
    -2.8, -0.8, 3.6, 5.0, 5.9, -4.0, 4.5, -1.8, 1.2
CC1Cc2ccccc2N1S(=O)(=O)c1cccc(C(=O)NCCCO)c1 (stereo not drawn)
    -23.3, 4.6, 12.2, 2.4, -1.9, -3.5, -2.1, -2.3, 22.5
CC(=O)c1cccc(NC(=O)C2CCCN(S(=O)(=O)c3ccccc3)C2)c1 (stereo not drawn)
    9.6, -0.6, 2.6, -0.6, 26.0, -4.9, 3.8, -10.9, -6.5
CCOC(=O)N1CCN(C(=O)COc2cc(=O)n(CC)c3ccccc23)CC1
    -4.7, 1.8, -3.1, -0.3, 5.8, -4.2, 0.2, -5.9, 2.4
Cc1cccc(N2CCN(C(=O)CCNC(=O)Cn3ccc4ccccc4c3=O)CC2)c1C
    1.6, 2.4, -2.3, -1.1, 11.9, 3.4, 6.2, -1.2, -3.3
CCC1CCCCN1CC(=O)Nc1cc(C)nn1-c1nc(C)cc(C)n1 (stereo not drawn)
    6.6, 7.8, -13.8, -0.9, 7.3, 5.4, -0.2, -6.9, -6.0

# Bioassay records (PubChem)
